High-throughput results as filed in PubChem BioAssay.
Scp-1 inhibitor = Scp-1 phosphatase inhibitors, primary screen, biochemical, colorimetric, uHTS | Recombinant Scp1, phosphopeptide, malachite green phosphate absorbance | inhibition, % at 20 µM | 340,000 tested, 0.88% active;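 active = inhibition above about 50% at 20 µM, limit read from the data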;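 note: plate controls were DMSO wells with enzyme for no effect and wells lacking enzyme for full effect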
Target sequence (Q9GZU7 76-261 limits assumed): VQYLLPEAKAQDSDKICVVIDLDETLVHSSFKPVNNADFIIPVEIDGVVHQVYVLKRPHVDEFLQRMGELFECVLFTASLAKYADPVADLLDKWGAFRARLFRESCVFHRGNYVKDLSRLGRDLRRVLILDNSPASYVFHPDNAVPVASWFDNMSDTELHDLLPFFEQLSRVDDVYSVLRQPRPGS
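System: truncated SCP-1 phosphatase (76-261aa); medium: Tris acetate buffer pH 5.5 with MgCl2 and Tween-20; incubation: 45 min room-temperature reaction, 5 min colour, 30 min stabiliser; compound: single 20 µM dose, 1% DMSO; reagent: Phosphorylated 17-residue peptide substrate; read-out: % inhibition at 20 µM; technique: colorimetric free-phosphate detection, absorbance 630 nm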
Neddylation inh = inhibitors of cullin neddylation, primary screen, biochemical, TR-FRET, uHTS, NAE and Ubc12. NEDD8-conjugating enzyme Ubc12 (Homo sapiens) + NEDD8-activating enzyme E1 regulatory …. calls only at 25 µM. 360,000 tested, 0.58% active. AID 651699, 2012; in the data active = inhibition above about 36%
Rpn11 inh = Rpn11 (PSMD14) deubiquitinase inhibitors, primary screen, biochemical, fluorescence polarization, uHTS. 26S proteasome non-ATPase regulatory subunit 14 (Homo sapiens), O00487. human 26S proteasome, Ub4-pepOG fluorescence polarization; 20S core pre-blocked with epoxomicin. calls only at 20 µM. 360,000 tested, 0.59% active. AID 588493, 2011;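 active = inhibition at 20 µM, scaled to each plate's controls, above about 33%, limit read from the data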
Rin1 Abl inh = inhibitors of Rin1-Abl protein binding, primary screen, biochemical, TR-FRET; inhibition, % at 7.35 µM; 360,000 tested, 0.4% active; Tyrosine-protein kinase ABL1 (Homo sapiens) + Ras and Rab interactor 1 (Homo sapiens), …; in the data active = inhibition above about 5%, passing the limit was not always enough
DNMT1 block = human DNMT1 methyltransferase inhibitors, primary screen, biochemical, molecular beacon, fluorescence, HinP1I cleavage, uHTS. DNA (cytosine-5)-methyltransferase 1 (Homo sapiens), P26358. inhibition (reported as % activation of signal), % at 10 µM. 360,000 tested, 0.83% active. AID 588458, 2011; in the data active = inhibition above about 50%
NadD inh = inhibitors of S. aureus NadD, primary screen, biochemical, colorimetric, uHTS; purified NadD enzyme, colorimetric absorbance read-out; AID 602399, 2012; inhibition, % at 20 µM; 360,000 tested, 0.78% active; in the data active = inhibition above about 26%; note: some compounds past the cut are filed as inactive
CSN inh = inhibitors of CSN-mediated cullin deneddylation, primary screen, biochemical, fluorescence polarization, uHTS; COP9 signalosome complex subunit 5 (Homo sapiens), Q92905; Purified CSN, SCF-Nedd8-OG deneddylation; inhibition, % at 12.5 µM; 360,000 tested, 0.38% active;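 active = pattern-corrected inhibition above about 35%, with an unprinted fluorescence ratio check between 0.5 and 1.5, limit read from the data, passing the limit was not always enough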;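 note: 0% = enzyme with substrate and 100% = substrate without enzyme; some results filed as inactive read as strong as hits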
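Material: human Csn5 produced in HEK293T cells; Input: enzyme 0.24 nM; Reagent: SCFSkp2-Nedd8OG substrate at 10 nM final; Dosing: 12.5 µM compound; Incubation: 90 min reaction at room temperature; Detection: fluorescence polarization of the substrate; Evaluation: % inhibition of substrate cleavage by Csn5; Control set: substrate-only high control, full reaction low control.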
LMPTP inh = LMPTP phosphatase inhibitors, primary screen, biochemical, fluorescence intensity, uHTS; Low molecular weight phosphotyrosine protein phosphatase (Homo sapiens), P24666; recombinant LMPTP-A, OMFP fluorogenic substrate; inhibition, % at 20 µM; 360,000 tested, 0.22% active; AID 651560, 2012;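 active = compounds that cut the enzyme signal by at least half of the control window in the single-dose screen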;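 note: plate controls were DMSO wells with enzyme plus substrate for no effect and substrate without enzyme for full effect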
Target sequence (P24666 whole entry, looked up): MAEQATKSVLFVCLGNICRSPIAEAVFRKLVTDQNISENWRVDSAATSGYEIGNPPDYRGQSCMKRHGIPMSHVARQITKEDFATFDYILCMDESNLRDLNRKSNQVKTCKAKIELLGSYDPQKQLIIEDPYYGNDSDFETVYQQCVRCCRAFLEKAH
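Test system: LMPTP-A phosphatase enzyme. Amount: LMPTP-A at 0.625 nM final in the reaction. Reagent: OMFP substrate, 400 µM final. Times: 50 min at room temperature. Signal: endpoint fluorescence intensity from OMFP dephosphorylation. Read-out basis: % inhibition. Benchmarks: no-enzyme and uninhibited controls.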
STEP inh = STEP phosphatase inhibitors, primary screen, biochemical, fluorescence intensity, uHTS. recombinant STEP, OMFP fluorogenic substrate. Tyrosine-protein phosphatase non-receptor type 5 (Homo sapiens), P54829. 360,000 tested, 0.25% active. inhibition, % at 20 µM. AID 588621, 2011;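 active = inhibition at 20 µM, scaled per plate between control wells, above about 37%, limit read from the data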;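 note: 0% = DMSO with enzyme and substrate and 100% = substrate only without enzyme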
Target sequence (P54829 whole entry, looked up): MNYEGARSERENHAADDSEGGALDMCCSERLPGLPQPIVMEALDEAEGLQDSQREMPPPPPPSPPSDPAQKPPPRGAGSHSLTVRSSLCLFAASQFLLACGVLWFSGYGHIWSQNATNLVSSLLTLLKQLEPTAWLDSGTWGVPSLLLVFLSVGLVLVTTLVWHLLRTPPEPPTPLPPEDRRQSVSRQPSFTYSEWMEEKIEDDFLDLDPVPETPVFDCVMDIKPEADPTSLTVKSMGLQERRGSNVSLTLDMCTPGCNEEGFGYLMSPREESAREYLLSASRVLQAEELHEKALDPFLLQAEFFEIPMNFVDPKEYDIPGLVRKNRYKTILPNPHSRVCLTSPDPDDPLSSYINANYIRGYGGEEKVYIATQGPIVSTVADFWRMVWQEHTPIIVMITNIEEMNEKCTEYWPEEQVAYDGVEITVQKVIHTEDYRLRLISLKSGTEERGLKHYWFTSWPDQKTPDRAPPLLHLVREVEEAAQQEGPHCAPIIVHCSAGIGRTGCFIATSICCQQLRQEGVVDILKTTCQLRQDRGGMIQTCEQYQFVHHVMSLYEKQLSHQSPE
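System: isolated STEP enzyme; schedule: 20 min enzyme reaction at room temperature, protected from light; medium: Bis-Tris buffer pH 6.0, 2.5 mM DTT, 0.005% Tween 20; signal: fluorescence, 480/540 nm; dosing: single compound dose of 20 µM, 1% DMSO final; also added: OMFP substrate, 25 µM final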
SUMO1-SIM PPI = modulators of SUMO1 protein-protein interactions, primary screen, biochemical, uHTS; SUMO1 binding to a labelled peptide, TR-FRET, 1 h; inhibition, % at 20 µM; 360,000 tested, 0.33% active; in the data active = inhibition above about 37%
Target sequence (P63165 whole entry, looked up): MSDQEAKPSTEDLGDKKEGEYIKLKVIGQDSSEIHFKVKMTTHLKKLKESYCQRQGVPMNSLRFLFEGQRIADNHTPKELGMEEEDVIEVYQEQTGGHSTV
Numbers without * were called inactive; i = inactive; · = not tested or not shown.

Scp-1 inhibitor	Neddylation inh	Rpn11 inh	Rin1 Abl inh	DNMT1 block	NadD inh	CSN inh	LMPTP inh	STEP inh	SUMO1-SIM PPI	SMILES
-6	i	i	3	0	3	-1	-1.0	0	4	Cc1nc(-c2ccc(S(=O)(=O)Nc3cc(F)ccc3F)cc2)co1
10	i	i	1	1	0	0	-1.8	0	4	O=C(Cc1ccccc1)Nc1ccccc1C(=O)N1CCCCC1
0	i	i	4	-6	2	-5	-1.4	-1	0	CCOc1cc(N2CCOCC2)c(OCC)cc1NC(=O)CN1C(=O)NC2(CCCCC2)C1=O
-10	i	i	-3	2	1	1	0.9	-1	2	COc1ccccc1C(=O)n1nc(C)cc1C
-14	i	i	0	0	-8	1	0.4	0	1	Cc1sc(N)nc1-c1ccccc1
-3	i	i	2	2	1	3	-1.4	0	-3	CC(C)(O)C#Cc1ccc(C(=O)N2CCC(C(N)=O)(N3CCCCC3)CC2)o1
-7	i	i	-1	-6	19	3	3.4	0	-12	O=C(Nc1cc(Sc2ccccn2)cc([N+](=O)[O-])c1)c1ccc([N+](=O)[O-])cc1
3	i	i	-2	1	-6	2	-1.9	-2	3	CCC(NS(=O)(=O)c1ccc(C)cc1)C(=O)O (stereo not drawn)
-6	i	i	0	0	1	5	1.8	1	6	Cc1cc(C)nc(SCC(=O)c2ccc(C)c(C)c2)n1
-4	i	i	0	1	-4	-1	-0.5	-1	0	CN(CCNC(=O)c1cn(C)c2ccc(S(=O)(=O)N(C)C)cc2c1=O)CCc1ccccc1
-3	i	i	2	-1	-5	-22	-0.3	-1	-3	COc1cccc(C(=O)Nn2cnnc2)c1
3	i	i	0	4	0	0	0.7	0	-13	O=C(COc1cccnc1[N+](=O)[O-])Nc1ccc2c(c1)OCO2
-2	i	i	2	-3	2	-13	1.8	2	-11	CC(=O)Nc1ccc(Nc2nc(C)c([N+](=O)[O-])c(Nc3ccccc3)n2)cc1
-2	i	i	0	-3	-2	-1	-1.4	-2	2	COc1ccc(S(=O)(=O)N2CCC[C@H]2C(=O)NC2=NCCS2)cc1
-14	i	i	-1	-4	-1	7	5.3	4	2	CCOc1ccc(NC(=O)C23CC4CC(C2)CC(c2ccccc2)(C4)C3)cc1
-5	i	i	0	0	1	-1	1.1	3	-1	C=C(C)C1CC=C(C)/C(=N/NC(=O)CNc2ccc(C)cc2C)C1 (stereo not drawn)
-6	i	i	-2	1	1	-2	-0.9	2	0	CC1CCCCN1S(=O)(=O)Cc1ccccc1Cl (stereo not drawn)
-1	i	i	4	7	2	-4	0.2	-1	1	NC(=O)c1c(NC(=O)CN2CCOCC2)sc2c1CCC2
-9	i	i	-2	-1	2	3	-1.0	-3	-3	N#Cc1ccc(OCC(O)CS(=O)(=O)c2ccc(F)cc2)cc1 (stereo not drawn)
0	i	i	1	0	-3	2	0.4	-2	-4	CCCCCCC(=O)Nc1nnc(CC)s1
5	i	i	0	2	-2	1	-0.5	-1	0	CC(C)c1ccc(OCC(=O)NNC(=O)c2cnccn2)cc1
·	i	i	-2	2	1	4	-1.9	-3	4	Cc1cc(C)cc(CC(=O)N2CCC2(C)C(=O)NS(=O)(=O)c2ccccc2Cl)c1 (stereo not drawn)
-5	i	i	2	-2	1	1	-1.5	-1	1	CCOc1ccc(OCC(=O)NCCc2nc3ccccc3[nH]2)cc1
3	i	i	0	-1	-1	3	-1.5	0	-24	CN1CCN(c2ccc(NC(=O)c3cccc(S(=O)(=O)N4CCCC4)c3)cc2)CC1
-10	i	i	2	2	3	0	-2.0	1	0	CCC(C)NC(=O)C1CCC(=O)N(c2ccc3c(c2)OCO3)C1c1ccc(OC)cc1 (stereo not drawn)
2	i	i	2	-3	2	-1	-1.0	2	0	COc1ccccc1OCCNC(=O)c1ccc2c(c1)OCCO2
-6	i	i	2	4	1	-4	0.2	3	1	Cc1ccc(-n2[nH]c(C)c(C=Nc3ccc(Br)cn3)c2=O)cc1
·	i	i	5	4	0	2	1.0	6	-1	CNc1ncnc2c1ncn2[C@H]1CN(Cc2cccnc2)C[C@@H](CO)O1
7	i	i	3	3	-3	-1	-0.4	12	0	CCOc1cccc(C(=O)N(Cc2ccco2)C2CCS(=O)(=O)C2)c1 (stereo not drawn)
-6	i	i	2	1	23	1	-1.0	-3	2	Cc1ccc(-n2ncc(C(=O)NC3CC3)c2C2CCN(C(=O)OC(C)(C)C)CC2)c(C)c1

Scp-1 inhibitor	Neddylation inh	Rpn11 inh	Rin1 Abl inh	DNMT1 block	NadD inh	CSN inh	LMPTP inh	STEP inh	SUMO1-SIM PPI	SMILES
-2	i	i	1	4	1	3	-1.9	-1	1	Cc1ccc(NC(=O)CN(C)C(=O)COC(=O)CNS(=O)(=O)c2ccc(F)c(F)c2F)cc1
-7	i	i	7	10	-2	-6	1.2	-1	4	COC(=O)CN(c1ccccc1[N+](=O)[O-])S(=O)(=O)c1ccccc1
6	i	i	3	1	-2	3	0.1	-1	-4	Cc1cc(-c2cc(-c3ccc(Cl)cc3)on2)nc(NC2CCCC2)n1
-4	i	i	0	-1	0	1	5.4	2	5	COc1ccc(OCC(=O)Nc2cc(OC)ccc2N2CCCCC2)cc1
-8	i	i	0	3	-7	-1	0.8	2	-2	CCOC(=O)Cc1csc2nc3sc(C)c(C)c3c(=O)n12
-5	i	i	0	0	-2	-1	1.6	0	2	CNCc1ccccc1Sc1cccc(O)c1
-9	i	i	1	-3	-6	0	0.6	0	-7	Cc1ccc(NC(=O)c2ccc3snnc3c2)cc1C
-11	i	i	5.8*	3	8	-1	0.6	-2	-5	COc1ccc(/C=N/N2C(=O)CN(C(=O)c3ccccc3)C2c2ccc(OC)cc2)cc1 (stereo not drawn)
-6	i	i	-1	2	0	1	1.0	4	-4	O=C(Oc1c(CN2CCOCC2)cc(Cl)c2cccnc12)c1ccccc1
-5	i	i	2	3	1	2	-1.2	-4	-3	COc1cccc(=O)c2c(C)oc(C)c12
26	i	i	-1	-6	6	-2	0.7	-4	-1	Cc1cc2cc(CCNC(=O)C(=O)c3c[nH]c4ccccc34)c(=O)[nH]c2cc1C
8	i	i	2	0	-3	2	2.2	0	-1	Cc1cc(C)c2nc(N)sc2c1
-1	i	i	-1	-2	0	0	-1.1	0	4	NC(=O)c1ccc(=O)n(Cc2ccc(F)c(F)c2)c1
-3	i	i	-2	0	-3	3	0.2	0	5	O=C(COc1ccc(Cl)cc1)NCc1ccncc1
-7	i	i	-1	0	5	1	0.0	-1	0	O=C(CP(=O)(c1ccccc1)c1ccccc1)N1CCOCC1
-1	·	i	2	5	-6	2	3.5	3	-1	Cc1cc(N2CCC(C)CC2)nc(-c2ccccc2O)n1
-10	i	i	-2	-3	-3	1	1.0	1	1	COc1ccc(NCc2nnc(SCC(=O)NCc3ccccc3)n2-c2ccccc2OC)cc1
1	·	i	-2	6	-2	-3	0.6	-2	4	COc1cccc(-c2nc3ccc(C(=O)NC(C)Cc4cccnc4)cc3o2)c1 (stereo not drawn)
-7	i	i	1	-9	2	-8	0.4	0	-1	CCCCN(C(=O)CSCC(=O)Nc1ccc(C)cc1)c1c(N)n(CCCC)c(=O)[nH]c1=O
-3	·	i	3	-21	-4	7	-0.9	-1	-3	COc1cc2c(C#CCCCO)c(-c3ccc(C#N)cc3)oc(=O)c2cc1OC
-3	i	i	0	-1	-9	0	1.8	0	0	COC(=O)c1ccc(NC(=O)CSCc2ccc(C)cc2)cc1
6	i	i	3	1	-10	7	-1.1	-4	-12	N#C/C(=C\c1ccccc1[N+](=O)[O-])C(=O)NC1CCCCC1
-6	i	i	3	-3	-3	-5	-9.4	-1	-45	COc1ccc(C(CNC(=O)c2cccc(S(=O)(=O)NCc3ccccc3)c2)N(C)C)cc1 (stereo not drawn)
-5	i	i	-1	-2	-2	-1	0.3	-4	-3	CSc1ccccc1OCc1cc(C(=O)NC(C)Cn2cncn2)no1 (stereo not drawn)
0	i	i	2	3	-3	0	-1.6	-3	4	CCN(C[C@H]1N[C@@](C)(C(=O)OC)[C@H]2C(=O)N(C)C(=O)[C@@H]12)C(C)=O
3	i	i	4	2	-1	6	-1.2	2	7	COc1ccc(OC)c(CCNC(=O)Cn2nc(C)c3c(C)n(-c4ccc(C)cc4)nc3c2=O)c1
-8	i	i	-2	1	-3	-4	-1.3	0	-6	CC(C)c1onc(C(=O)N2CCN(Cc3ccccc3)CC2)c1[N+](=O)[O-]
-5	i	i	2	1	-5	2	0.3	0	-4	CC(=O)Oc1cccc(C(=O)Nc2ccccc2C(=O)N2CCCC2)c1
-11	i	i	1	1	3	-2	-0.4	0	-13	CC(C)Cn1nc(NS(=O)(=O)c2ccccc2)c2cc3ccccc3nc21

Entries of single compounds as entered above. Order of values: Scp-1 inhibitor, Neddylation inh, Rpn11 inh, Rin1 Abl inh, DNMT1 block, NadD inh, CSN inh, LMPTP inh, STEP inh, SUMO1-SIM PPI
Results for `COC(=O)CN(c1ccccc1[N+](=O)[O-])S(=O)(=O)c1ccccc1` → -7, i, i, 7, 10, -2, -6, 1.2, -1, 4
Results for `CNCc1ccccc1Sc1cccc(O)c1` → -5, i, i, 0, 0, -2, -1, 1.6, 0, 2
Results for `Cc1cc(C)c2nc(N)sc2c1` → 8, i, i, 2, 0, -3, 2, 2.2, 0, -1
Results for `CSc1ccccc1OCc1cc(C(=O)NC(C)Cn2cncn2)no1` (stereo not drawn) → -5, i, i, -1, -2, -2, -1, 0.3, -4, -3
Results for `COc1cccc(-c2nc3ccc(C(=O)NC(C)Cc4cccnc4)cc3o2)c1` (stereo not drawn) → 1, ·, i, -2, 6, -2, -3, 0.6, -2, 4
